D1 PAM – Potentiators of Human D1 Dopamine Receptor: qHTS | AID 504651, 2011 | actives 0.036% (n = 360,000) | potentiation, % at 10 µM | HEK293 TREx D1 cells, calcium flux, dopamine EC20 potentiation | D(1A) dopamine receptor (Homo sapiens), P21728; in the data active = potentiation above about 30%; note: 0% is about no effect
TRHR agonist – qHTS for Small Molecule Agonists and Allosteric Enhancers of Human TRH Receptor: Primary Screen for Agonists | Thyrotropin-releasing hormone receptor (Homo sapiens), P34981 | TRHR cells, calcium flux fluo-8, FDSS agonist mode | activation, % at 2 µM | actives 0.18% (n = 360,000) | AID 493084, 2011; note: 0% is about no effect
Target sequence (P34981 whole entry, looked up): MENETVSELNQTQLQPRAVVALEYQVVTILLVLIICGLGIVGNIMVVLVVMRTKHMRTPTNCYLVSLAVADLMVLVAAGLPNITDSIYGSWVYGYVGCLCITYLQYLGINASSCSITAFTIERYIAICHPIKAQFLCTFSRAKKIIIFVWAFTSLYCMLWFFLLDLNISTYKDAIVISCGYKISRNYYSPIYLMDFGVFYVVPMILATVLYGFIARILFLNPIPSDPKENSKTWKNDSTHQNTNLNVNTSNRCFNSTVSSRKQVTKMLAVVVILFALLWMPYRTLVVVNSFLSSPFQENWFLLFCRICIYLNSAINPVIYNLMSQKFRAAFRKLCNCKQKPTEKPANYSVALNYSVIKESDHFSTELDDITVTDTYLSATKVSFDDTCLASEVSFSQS
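Fluo-8-loaded TRHR cells; 10 s baseline, compound added, kinetic Ca2+ fluorescence read 1/s, agonist mode.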
RXFP1 antag – qHTS Assay for Antagonists of the Relaxin Receptor RXFP1. HEK293-RXFP1, relaxin-stimulated cAMP HTRF, 30 min; hits give low values. activity change, negative = inhibition, % at 57.5 µM. actives 0.59% (n = 350,000). AID 1259400, 2018;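 active = activity change of -60% or lower, but not beyond a set lower limit; inconclusive = change between -60% and -40%, or beyond the set limit; inactive = change above -40%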; note: % is set by controls: 0 for no effect and ±100 for the full control effect
D1 agonist – Allosteric Agonists of the Human D1 Dopamine Receptor: qHTS; D(1A) dopamine receptor (Homo sapiens), P21728; HEK293 T-REx D1 cells, calcium flux, agonist mode; activation, % at 2 µM; actives 1% (n = 360,000); note: 0% is about no effect
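Tetracycline-induced HEK293 TREx D1 cells, force-coupled to calcium signalling, were dye-loaded with a no-wash calcium kit. Compound was pin-added after a 10 s baseline. Fluorescence was read kinetically at 1 cycle/s for 180 s, with calcium rises flagged as agonism.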
D2 antag – HTS Assay for Allosteric Antagonists of the Human D2 Dopamine Receptor: Primary Screen for Antagonists; actives 2% (n = 340,000); HEK293 TREx D2 cells, calcium flux, dopamine EC80; inhibition, % at 10 µM; D(2) dopamine receptor (Homo sapiens), P14416; in the data active = inhibition above about 30%; note: 0% is about no effect
Target sequence (P14416 whole entry, looked up): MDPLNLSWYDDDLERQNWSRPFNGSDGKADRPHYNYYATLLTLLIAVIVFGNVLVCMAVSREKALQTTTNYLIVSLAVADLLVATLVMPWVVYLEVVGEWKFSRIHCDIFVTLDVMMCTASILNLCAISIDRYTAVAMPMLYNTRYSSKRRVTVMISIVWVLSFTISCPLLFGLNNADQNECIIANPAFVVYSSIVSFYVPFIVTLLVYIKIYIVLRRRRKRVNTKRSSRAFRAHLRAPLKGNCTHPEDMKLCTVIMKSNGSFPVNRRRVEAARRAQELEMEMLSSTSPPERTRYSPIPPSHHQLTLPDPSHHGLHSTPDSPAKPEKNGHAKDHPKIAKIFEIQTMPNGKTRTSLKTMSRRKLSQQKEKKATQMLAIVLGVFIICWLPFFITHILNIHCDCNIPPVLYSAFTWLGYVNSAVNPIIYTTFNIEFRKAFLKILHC
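Calcium flux kinetic readout in an inducible HEK293 TREx D2 line plated overnight at 30 C. After 180 s compound exposure, an EC80 dopamine challenge follows with another 180 s kinetic read to detect antagonism.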
TRHR enhancer – qHTS for Small Molecule Agonists and Allosteric Enhancers of Human TRH Receptor: Primary Screen for Enhancers. TRHR cells, fluo-8 calcium fluorescence, EC20 TRH enhancement. enhancement, % at 2 µM. Thyrotropin-releasing hormone receptor (Homo sapiens), P34981. AID 493056, 2011. actives 0.66% (n = 360,000); in the data active = enhancement above about 30%; note: 0% is about no effect
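TRHR-expressing cells loaded with fluo-8 calcium dye were read kinetically (ex 480/em 530) during compound addition, then stimulated with an EC20 of TRH (10 nM final). Enhancement of the Gq-mediated intracellular calcium response was scored.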
D1 antagonist – Antagonist of Human D 1 Dopamine Receptor: qHTS; HEK293 TREx D1 cells, calcium flux, dopamine EC80; hits give low values; D(1A) dopamine receptor (Homo sapiens), P21728; AID 504652, 2011; activity change, negative = inhibition, % at 10 µM; actives 3.2% (n = 360,000); in the data active = activity change below about -30%; note: % is set by controls: 0 for no effect and ±100 for the full control effect
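Using tetracycline-induced force-coupled D1 Hek293 cells and a calcium dye, signals were followed for 180 s after compound, then for 180 s after EC80 dopamine, to detect inhibitors.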
D2 potentiator – HTS Assay for Positive Allosteric Modulators of the Human D2 Dopamine Receptor: Primary Screen for Potentiators; D(2) dopamine receptor (Homo sapiens), P14416; HEK293 T-REx D2, calcium flux, EC20 dopamine potentiation; potentiation, % at 10 µM; actives 0.34% (n = 340,000); AID 485347, 2010;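 active = potentiation over 3 SD above the plate norm, cut at about 30% in these data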; note: 0% is about no effect
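Tetracycline-induced Hek293 Trex D2 cells, force-coupled to calcium, loaded with no-wash calcium dye. Compound added with 180 s kinetic read for agonism, then EC20 dopamine and a further 180 s read for potentiation.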
D2 ag – HTS Assay for Allosteric Agonists of the Human D2 Dopamine Receptor: Primary Screen for Agonists; D(2) dopamine receptor (Homo sapiens), P14416; HEK293 T-REx D2 cells, calcium flux agonist mode; activation, % at 2 µM; actives 0.53% (n = 340,000);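 active = activation over 3 SD above normal in the single-dose calcium agonist read, cut at about 30% in these data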; note: 0% is about no effect
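Agonism scored from kinetic calcium signal (1 read/sec, 180 s) following compound pin transfer, after a 10 s baseline. Cells: HEK293 Trex line expressing inducible D2 receptor coupled to calcium, dye-loaded after overnight culture at 30 C.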
An asterisk follows results filed as active; u = inconclusive; x = not tested or not shown; & = joins results of further samples. Cut-off read from the data, not from the text of the source, unless noted: active = activation above about 30%; inactive = the rest.

Values run as follows: D2 potentiator	D1 PAM	D2 antag	D2 ag	RXFP1 antag	D1 antagonist	TRHR enhancer	D1 agonist	TRHR agonist
CC(C)c1ccc(NC(=O)CSC2=Nc3ccccc3C3=NC(CC(=O)NCc4ccc(F)cc4)C(=O)N23)cc1 (stereo not drawn)
    5	-2	x	-0.5	-18	14	-2	1	0.3
COc1ccc(NC(=O)CSc2nnc(-c3nonc3NC(C)=O)n2C)cc1Cl
    -17	1	x	-0.8	-2	-1	-4	-2	-0.9
CC(Sc1nc(N2CCCCC2)c2c(c1C#N)CCCC2)C(=O)O (stereo not drawn)
    -9	-4	-17	-0.8	3	32	1	2	0.1
COc1ccc(CCNC(=O)c2cnc3sc(N4CCCCC4)nn3c2=O)cc1OC
    0	-1	x	0.2	-6	5	-7	0	0.1
O=c1c2ccccc2nc(-c2ccc(F)cc2)n1NCc1ccccc1O
    17	-5	-1	0.7	0	16	-7	-3	0.1
C=CCOC(=O)C(=O)/C=C/c1ccc2c(c1)Cc1ccccc1-2
    1	-3	8	0.5	x	-9	-9	10	0.6
Cc1cc(C(=O)NCCC(c2ccccc2)c2ccccc2)c(C)o1
    -10	-8	1	1.2	-11	-12	-9	7	1.2
O=C(OCCN1C(=O)c2ccccc2C1=O)c1cc2ccccc2o1
    -2	-5	1	0.8	5	-10	-3	4	-0.2
Cn1nc(C(C)(C)C)cc1C(=O)Sc1cccc(Br)c1
    13	-4	3	0.2	-14	5	2	2	-0.1
Cc1cccc(NS(=O)(=O)c2ccc(C3CCCCC3)cc2)n1
    1	-11	9	0.5	8	-1	5	8	-0.7
C/C(=N\NC(=O)c1ccc(Cn2cc(Br)cn2)o1)c1cccc(NC(=O)C(C)C)c1
    10	-2	10	0.4	-32	-3	-1	7	-0.3
O=C(Nc1nc(-c2ccccc2)c(-c2ccccc2)s1)c1ccc(S(=O)(=O)N2CCCC2)cc1
    11	-7	-21	-0.2	-5	-11	0	19	2.3
CCn1ccnc1CN(C)Cc1cn[nH]c1-c1ccc(F)cc1F
    -2	-4	10	-0.7	11	4	-7	3	0.0
CCN(CC)S(=O)(=O)c1cccc(NC(=O)COc2ccc(C#N)cc2OC)c1
    x	-5	x	x	-6	-5	0	2	24
Cc1ccc(S(=O)(=O)NCc2ccc(C(=O)NC3CCCCC3)cc2)cc1
    -7	11	22	-0.9	-12	4	77*	3	-0.2
Cc1cc(/C=C(\C#N)C(=O)Nc2ccccc2)c(C)n1-c1cccnc1
    11	-1	-14	0.2	-29	-5	2	3	-0.7
Cc1ccc(NC(=O)C2CCCN(S(=O)(=O)c3ccc4[nH]c(=O)ccc4c3)C2)cc1C (stereo not drawn)
    7	-1&1	-5	0.1&-0.9	-8&-20	6&16	2&6	2&2	-0.1&0.4
COc1cccc(OCC(=O)NC2CC(=O)N(c3cccc(OC)c3)C2)c1 (stereo not drawn)
    -5	2	x	0.9	-4	x	2	0	0.1
O=C(Nc1ccccc1Cl)c1cc[n+](Cc2ccc([N+](=O)[O-])cc2)cc1
    5	-2	-9	0.3	11	11	14	1	1.1
Cc1cccc2c1ncc1c(=O)n(-c3ccccc3)[nH]c12
    19	-5	-22	0.1	3	-1	-2	3	0.4
Cc1ccc(/C=C2\C(=N)N3N=C(CC(=O)N4CCOCC4)SC3=NC2=O)o1
    -2	1	4	-0.2	10	-7	0	2	1.0
O=C(Cc1ccccc1)NCCSC1CCCCC1
    -2	-3	1	0.1	-3	8	-7	-1	-1.7
CCOc1ccc(OCCOCCNCCOC)cc1
    0	-1	-12	-0.6	-12	-4	-2	3	-0.5
O=C(NCCCN1CCOCC1)C1CCCN(S(=O)(=O)N2CCCCC2)C1 (stereo not drawn)
    19	-7	4	0.1	1	-10	-6	4	-0.4
COCCSc1nnc(NC(=O)C2CC(=O)N(c3ccc(C)cc3)C2)s1 (stereo not drawn)
    -8	-3	-8	-0.2	-7	-26	20	-1	0.4
O=C(C(c1ccccc1)c1ccccc1)N1CCN(Cc2ccc(Br)cc2)CC1
    -3	1	0	0.1	2	1	-4	3	-0.1
CC1CCc2c(sc(NC(=O)c3nc4ncccn4n3)c2C#N)C1 (stereo not drawn)
    -16	-10	10	1.6	-1	7	-2	3	0.7
CCOc1ccc(C2C(C#N)=C(N)Oc3cc(O)ccc32)cc1OCC (stereo not drawn)
    7	-22	-3	0.7	-1	5	5	3	2.5
COc1ccc(C2=NN(C(=O)CCC(=O)O)C(c3ccc(OC)cc3)C2)cc1 (stereo not drawn)
    -2	-6	-15	1.4	-1	4	0	3	0.5
CSc1ccc(Cl)c(C(=O)N(C)CC(=O)Nc2ccc(N3CCOCC3)cc2)c1
    -1	-4	-8	1.1	-8	10	-1	3	-0.3

Copied from the listing, 2 compounds:
Values run as follows: D2 potentiator	D1 PAM	D2 antag	D2 ag	RXFP1 antag	D1 antagonist	TRHR enhancer	D1 agonist	TRHR agonist
CC(C)c1ccc(NC(=O)CSC2=Nc3ccccc3C3=NC(CC(=O)NCc4ccc(F)cc4)C(=O)N23)cc1 (stereo not drawn)
    5	-2	x	-0.5	-18	14	-2	1	0.3
COc1ccc(NC(=O)CSc2nnc(-c3nonc3NC(C)=O)n2C)cc1Cl
    -17	1	x	-0.8	-2	-1	-4	-2	-0.9

An excerpt from above in order of the D2 potentiator value, lowest first.
| Molecule | D2 potentiator | D1 PAM | D2 antag | RXFP1 antag | D1 antagonist | TRHR enhancer | D1 agonist | TRHR agonist |
| --- | --- | --- | --- | --- | --- | --- | --- | --- |
| CCOc1ccc(OCCOCCNCCOC)cc1 | 0 | -1 | -12 | -12 | -4 | -2 | 3 | -0.5 |
| C=CCOC(=O)C(=O)/C=C/c1ccc2c(c1)Cc1ccccc1-2 | 1 | -3 | 8 | x | -9 | -9 | 10 | 0.6 |
| C/C(=N\NC(=O)c1ccc(Cn2cc(Br)cn2)o1)c1cccc(NC(=O)C(C)C)c1 | 10 | -2 | 10 | -32 | -3 | -1 | 7 | -0.3 |

More compounds:
Values run as follows: D2 potentiator	D1 PAM	D2 antag	D2 ag	RXFP1 antag	D1 antagonist	TRHR enhancer	D1 agonist	TRHR agonist
CC(C)(C)Sc1ccc(/C=N/O)cc1[N+](=O)[O-]
    4	1	-3	-0.5	-8	-12	5	1	-0.3
CCC(OC(=O)CN1C(=O)C(=O)c2ccccc21)C(=O)Nc1ccccc1OC (stereo not drawn)
    4	4	6	1.2	-6	14	-4	1	1.3
CC(C)(C)c1ccc(C(=O)NCCCN2CCN(CCCNC(=O)c3ccc(C(C)(C)C)cc3)CC2)cc1
    -5	-7	11	3.4	u	-30*	7	24	0.7
CCSc1ccccc1C(=O)Nc1ccc(-c2nc3ccccc3s2)c(O)c1
    -4	-2	x	0.8	-9	-2	11	3	0.8
Nc1c(C(=O)O)cnn1-c1ccccc1
    4	3	-1	0.1	3	8	-2	-2	0.2
CCOc1ccc(CC(=O)Nc2c(C(=O)Nc3ccc(OC)cc3OC)oc3ccccc23)cc1
    -3	-3	x	0.5	x	-5	-4	2	0.2
Cn1c(C(=O)Nc2ccc3c(c2)OCO3)cc2c(=O)n(C)c3ccccc3c21
    31*	0	15	-1.4	-3	8	-1	-1	-0.8
CCN(CC)c1ccc(/C=N/Nc2nc(C)cc(=O)[nH]2)cc1
    4	8	-13	0.8	-5	-1	1	1	-0.4
COc1cc(/C=N/Nc2snc(SC)c2C#N)cc(OC)c1OC
    -1	-4	-18	1.0	-8	-13	-2	6	1.2
Cc1nc(NCc2ccc3c(c2)OCO3)c2oc3ccccc3c2n1
    10	-7	-15	1.1	0	-6	2	4	0.1
COC(=O)Nc1ccc(Cn2cc(C(F)(F)F)ccc2=O)cc1
    6	-1	-16	1.3	-7	-10	3	7	-1.7
Cc1nc2ccc(S(=O)(=O)NC(C(=O)NCc3ccc4c(c3)OCO4)C(C)C)cc2s1 (stereo not drawn)
    0	x	-9	-0.4	x	6	-2	-1	-0.1
CCCCCn1c(=N)c(S(=O)(=O)c2ccc(C)cc2)cc2c(=O)n3cc(C)ccc3nc21
    -7	2	x	1.2	x	-4	-3	0	0.3
Cc1cc(C(=O)NCC(=O)OC(C(=O)Nc2cc(C(F)(F)F)ccc2Cl)c2ccccc2)ccc1[N+](=O)[O-] (stereo not drawn)
    8	1	4	0.6	1	1	-10	4	0.7
CC(C)(C)OC(=O)N1CCC(c2c(C(=O)NCCN3CCOCC3)cnn2-c2cccc(Cl)c2)CC1
    -6	-1	x	x	-9	6	-7	8	0.7
CCC(CC)c1nnc(NC(=O)C2COc3ccccc3O2)s1 (stereo not drawn)
    2	-4	11	0.1	-1	-2	1	3	0.3
Cc1ccc(C(=O)NCCn2ccc3ccccc32)cc1[N+](=O)[O-]
    -4	-1	10	-0.1	-5	-2	-4	2	-0.6
CN(C)c1ccc(C(CNS(=O)(=O)c2ccc(Cl)cc2)N2CCOCC2)cc1 (stereo not drawn)
    -2	0	x	1.6	-23	-2	-3	-2	-1.0
CC1(C)C(=O)OC(C(=O)c2ccc(Cl)cc2)C(C)(C)C1=O (stereo not drawn)
    -10	12	11	1.3	-9	-7	5	0	0.7
Cc1cc(NC(=O)CS(=O)(=O)c2cn(Cc3cccc(F)c3)c3ccccc23)no1
    -4	2	7	1.6	-12	-4	-5	2	-0.2
O=C(NCc1ccccn1)Nc1ccccc1F
    16	-1	-11	0.2	6	-14	-2	2	1.0
Cc1cc(-n2nc(C)cc2C)n2nc(C)c(-c3ccc(Cl)cc3)c2n1
    16	-3	-6	-0.2	5	x	-8	-1	-0.5
COc1ccc(C(=O)CSc2nnc(-c3cc(C)cc(C)c3)o2)cc1
    13	-4	-8	0.4	-3	-4	2	5	0.5
Cn1ncc([N+](=O)[O-])c1C(=O)Nc1ccccc1C(=O)O
    11	0	-24	0.0	2	-17	15	1	0.7
COc1ccc(N2CCN(C(CNS(=O)(=O)c3cc(F)ccc3F)c3cccnc3)CC2)cc1 (stereo not drawn)
    -11	-14	8	-1.0	x	-16	-3	2	0.8
CCOC(=O)C(C)On1c(-n2nc(C)cc2C)nc2ccccc2c1=O (stereo not drawn)
    20	-1	17	0.6	-2	1	1	0	0.0
CC(C)(C)c1ccc(C(=O)c2c[nH]c(C(=O)NCCCN3CCOCC3)c2)cc1
    -8	-3	-19	0.6	-6	-26	-4	8	0.1

TRHR enhancer, what is marked active above
smiles	D2 potentiator	D1 PAM	D2 antag	RXFP1 antag	D1 antagonist	TRHR enhancer	D1 agonist	TRHR agonist
Cc1ccc(S(=O)(=O)NCc2ccc(C(=O)NC3CCCCC3)cc2)cc1	-7	11	22	-12	4	77*	3	-0.2

Screens as filed in PubChem BioAssay.
